Screening results: PubChem, National Center for Advancing Translational Sciences (NCATS)
EPAC2 antag – qHTS for Antagonist of cAMP-regulated guanine nucleotide exchange factor 2 (EPAC2): primary screen | Potency, µM (highest dose often 114 µM), for inactives: top-dose activity, negative = inhibition, most hits filed as inhibitors | EPAC2 GEF exchange of Rap1B-BODIPY-GDP, fluorescence | 360,000 compounds, 0.18% hits; further: on the % scale 0 is the no-effect control and ±100 the full control effect; nearly all actives have a fitted effect of over 45% in size; many of its hits are not listed in these tables
Target sequence (Q8WZA2 whole entry, looked up): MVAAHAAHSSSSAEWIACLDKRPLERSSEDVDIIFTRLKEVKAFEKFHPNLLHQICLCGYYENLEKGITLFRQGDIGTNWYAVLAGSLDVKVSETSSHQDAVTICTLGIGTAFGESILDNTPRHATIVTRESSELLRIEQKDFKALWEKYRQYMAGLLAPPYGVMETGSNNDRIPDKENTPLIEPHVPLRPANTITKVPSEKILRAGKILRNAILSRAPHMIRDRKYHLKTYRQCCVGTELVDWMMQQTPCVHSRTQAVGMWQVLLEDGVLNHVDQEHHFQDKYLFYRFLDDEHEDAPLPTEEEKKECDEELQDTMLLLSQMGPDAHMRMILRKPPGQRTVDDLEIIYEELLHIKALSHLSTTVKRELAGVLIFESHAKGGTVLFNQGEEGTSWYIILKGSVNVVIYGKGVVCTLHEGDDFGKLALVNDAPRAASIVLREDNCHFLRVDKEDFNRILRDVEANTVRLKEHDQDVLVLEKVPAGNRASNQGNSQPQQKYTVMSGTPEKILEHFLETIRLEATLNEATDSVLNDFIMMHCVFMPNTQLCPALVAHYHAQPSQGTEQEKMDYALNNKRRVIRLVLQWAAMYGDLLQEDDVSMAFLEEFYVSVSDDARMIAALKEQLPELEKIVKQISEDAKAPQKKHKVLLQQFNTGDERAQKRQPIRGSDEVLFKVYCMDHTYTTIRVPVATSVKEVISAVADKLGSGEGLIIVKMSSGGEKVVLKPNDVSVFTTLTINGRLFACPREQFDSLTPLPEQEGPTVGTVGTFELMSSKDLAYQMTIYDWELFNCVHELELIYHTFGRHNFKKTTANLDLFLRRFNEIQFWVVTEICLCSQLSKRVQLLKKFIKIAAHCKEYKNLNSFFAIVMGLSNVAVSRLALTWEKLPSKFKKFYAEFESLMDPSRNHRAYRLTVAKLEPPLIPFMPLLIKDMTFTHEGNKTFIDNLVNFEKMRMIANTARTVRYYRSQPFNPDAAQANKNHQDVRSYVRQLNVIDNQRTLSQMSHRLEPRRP
A549 viability – Nrf2 qHTS screen for inhibitors: counterscreen for cytotoxicity. AID 504648, 2011. 390,000 compounds, 0.16% hits. A549 ARE-Fluc cells, CellTiter-Fluor viability, 18-24 h. Potency, µM (highest dose often 46 µM), for the others: at the highest dose activity change, negative = cytotoxicity, actives largely listed as inhibitors; further: on the % scale 0 is the no-effect control and ±100 the full control effect
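Cytotoxicity counterscreen: CellTiter-Fluor fluorescence was measured in A549 ARE_Fluc cells after 18-24 h of compound exposure in a concentration series. The subsequent BugLite luminescent read reports ARE-luciferase activity.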
Nrf2 activator – qHTS of Nrf2 Activators; AREc32 ARE-luciferase reporter (MCF7-derived line), luminescence, 24 h; Potency, µM (series often up to 46.1 µM), inactives show at the top dose activation, hits mostly activators; 410,000 compounds, 0.31% hits; further: % of control where 0% means no effect; nearly all actives have a fitted effect of over 65% in size
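Luciferase luminescence (Steady-Glo, 30 min at room temperature) served as the read-out of ARE activation in AREc32 cells treated with compounds for 24 hr at 37 deg C.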
HepG2 tox – qHTS for Inhibitors of TGF-b: Cytotox Counterscreen; 410,000 compounds, 0.76% hits; HepG2 CAGA-GFP viability, ATP luminescence, 18 h; AID 588856, 2011; Potency, µM (series often up to 46.1 µM), for inactives: at the highest dose activity change, negative = cytotoxicity, hits mostly cytotoxic; further: some results filed as inactive show a strong effect at the top dose
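HepG2 CAGA-GFP cells (1000/well, DMEM with 1% FBS) received compound, then TGF-beta at 500 pg/mL final, and were incubated 18 hours at 37 degrees C. Viability was read by CellTiter-Glo luminescence. Media-only wells were set as complete cell-killing and DMSO as no toxicity.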
ATXN2 expr inh – Primary qHTS for Inhibitors of ATXN expression; HEK-293 ATXN2-luciferase reporter, luminescence, 24 h; Potency, µM (highest dose often 57 µM), for inactives: at the highest dose activity change, negative = inhibition, hits mostly inhibitors; 360,000 compounds, 0.72% hits; AID 1745845, 2022; further: on the % scale 0 is the no-effect control and ±100 the full control effect; nearly all actives have a fitted effect of over 55% in size
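qHTS (up to 57 uM final) was run with 24 h compound exposure of reporter cells at 37 °C. Each well was multiplexed: SteadyGlo luminescence measured ATXN2-luciferase expression after a fluorogenic Gly-Phe-AFC viability readout (25 uM final).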
ATXN viability – Viability Counterscreen for Primary qHTS for Inhibitors of ATXN expression | S2 cells (HEK-293 line with an ATXN2-luciferase reporter) viability, CellTiter-Fluor protease fluorescence, 24 h | Potency, µM (doses to about 56.7 µM), most hits filed as cytotoxic | 400,000 compounds, 0.49% hits; further: nearly all actives have a fitted effect of over 40% in size
MCF10A rerep – A quantitative high throughput screen for small molecules that induce DNA re-replication in MCF 10a normal breast cells; MCF 10A DNA re-replication, Hoechst nuclear intensity, 48 h; Potency, µM (top dose mostly 46.1 µM), inactives show at the highest dose activity, positive = re-replication, actives largely listed as activators; 350,000 compounds, 2.9% hits; AID 624296, 2012; further: % of control where 0% means no effect; nearly all actives have a fitted effect of over 50% in size
Nrf2 block – Nrf2 qHTS screen for inhibitors; A549 ARE-Fluc reporter, luciferase luminescence, 18-24 h; Potency, µM (highest dose often 46 µM), inactives show at the top dose activity change, negative = inhibition, hits mostly inhibitors; 360,000 compounds, 2.1% hits; further: on the % scale 0 is the no-effect control and ±100 the full control effect; nearly all actives have a fitted effect of over 60% in size
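In this cell-based qHTS, ARE-driven firefly luciferase in A549 cells reports Nrf2 activity; the luminescent signal after BugLite lysis is the measured value, with a prior CellTiter-Fluor read for cell health.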
TGFb SMAD3 inh – qHTS for Inhibitors of TGF-b; HepG2 CAGA-GFP TGF-b/SMAD3 reporter, GFP fluorescence, 18 h; TGF-beta stimulated, 500 pg/mL final; Potency, µM (highest dose often 46.1 µM), inactives show at the highest dose activity, negative = inhibition, hits mostly inhibitors; 410,000 compounds, 1.2% hits; further: on the % scale 0 is the no-effect control and ±100 the full control effect; nearly all actives have a fitted effect of over 65% in size
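Inhibition of TGF-beta-driven CAGA-GFP reporter expression in HEPG2 cells is measured by cellular GFP fluorescence after 18 h stimulation with 500 pg/mL recombinant TGF-beta in 1% FBS medium at 37 degrees C.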
* marks the source's active call; other numbers are inactive results; i = inactive; ? = inconclusive; . = no result given; & = joins results of further samples; [ ] = dose if it differs, or a comment. The call rests on the fitted dose curve; in most records, active means well fitted curve in the direction sought with a large enough effect; inconclusive means small, poorly fitted or top-dose-only effect, or another doubt; inactive means no such curve, though single readings can be large; an effect the other way counts as inactive or inconclusive. Potency means the concentration at half of the fitted maximal effect. Only part of the results is shown; the hit share may differ from the screen's.

SMILES | EPAC2 antag | A549 viability | Nrf2 activator | HepG2 tox | ATXN2 expr inh | ATXN viability | MCF10A rerep | Nrf2 block | TGFb SMAD3 inh
CCCN1C/C(=C/c2cccc([N+](=O)[O-])c2)C(=O)/C(=C/c2cccc([N+](=O)[O-])c2)C1 | -3.0% | 3.4% | 11.0% | -22.6% | ? | . | 0.92µM* | -8.3% | -29.6%
CN1C(=O)/C(=C/c2ccccc2Cl)Sc2ccc(C(=O)N3CCCC3)cc21 | -22.3% | 1.4% | 10.4% | -42.9% | . | i | 18.4µM* | 2.7% | ?
CCCCNC(=O)NC1C(NC(=O)NCCCC)N(C)C(=O)N1C (configuration not stated) | -2.4% | 0.4% | -0.3% | 3.3% | 3.6% | i | 0.1% | 13.7% | 16.4%
O=C(COc1ccccc1)N1CCCC1 | -3.9% | -0.7% | 0.4% | 21.9% | . | ? | -4.0% | 1.2% | 3.7%
O=C1CC(c2nc3ccccc3[nH]2)CN1c1ccccc1F (configuration not stated) | 12.0% | 14.6% | 1.7% | -44.2% | 6.8% | i | -0.2% | -4.1% | -7.8%
Cc1nc(-c2ccc(Cl)cc2)sc1C1(C)CC(c2cccnc2)=NO1 (configuration not stated) | -19.5% | -1.8% | 9.5% | -21.2% | 29.7% | i | 5.2% | ? | -17.8%
CC1CCCC(C)N1C(=O)CSc1nnc(COc2ccccc2)n1-c1ccccc1 (configuration not stated) | 2.8% | -1.4% | -0.5% | 4.8% | 13.6% | i | 5.3% | -4.3% | -0.6%
CCOc1ccc(Nc2nc(N)c([N+](=O)[O-])c(N3CCN(CC)CC3)n2)cc1 | 15.6% | 1.0% | 3.2% | -5.5% | . | ? | -0.8% | 6.8% | 13.0%
COc1ccccc1N(/N=C1\Sc2ccccc2C1=O)C(C)=O | 2.5% | -4.9% | 14.1µM* | -48.2% | . | i | 6.1% | -1.1% | ?
C/C(=N\NC(=O)c1ccc(F)cc1)c1cccc(NC(=O)c2ccco2)c1 | 17.6% | 4.6% | 2.2% | -4.8% | 46.2%[activator] | i | 1.5% | 26.2% | 0.0%
CC1Cc2ccccc2N1C(=S)NC(=O)C1(C)CC1(Cl)Cl (configuration not stated) | -1.1% | -6.9% | -0.2% | -31.8% | -28.6% | i | 4.2% | -12.6% | -14.3%
Cc1ccc(S(=O)(=O)c2cc(OC(=O)c3ccco3)ccc2OC(=O)c2ccco2)cc1 | -6.5% | -2.2% | 4.0% | -5.8% | 1.5% | i | 15.6% | -9.9% | -12.9%
COc1ccccc1NS(=O)(=O)c1ccc(O)c(C(=O)OCC(=O)Nc2ccccc2F)c1 | 1.1% | -5.5% | -0.1% | -1.9% | 14.8% | i | 1.7% | -16.0% | 4.2%
COc1cccc(/C=N/NC(=O)c2cccc3ccccc23)c1OC | -0.9% | -11.7% | 12.8% | -31.8% | 14.2% | ? | 6.2% | ? | 1.2%
COc1ccccc1NC(=O)N(O)C1(C#N)CCCCC1 | 1.8% | 2.3% | 0.4% | -4.1% | 1.2% | i | -4.1% | 13.3% | 6.5%
CN(C)c1ccc(-c2csc(C(O)c3ccccc3)n2)cc1 (configuration not stated) | -16.5% | . | 1.0% | -20.6% | 41.7%[activator] | ? | . | . | 2.8%
CCc1ccc(N(CC(=O)NCCc2ccccc2)C(=O)CCC(=O)Nc2ccccn2)cc1 | -14.5% | 5.5% | 3.1% | -30.8% | -1.9% | i | 5.9% | -2.5% | -17.7%
CC(C)CCN1CCN(Cc2cnc(-c3ccccc3)s2)CC1CCO (configuration not stated) | 10.0% | -3.1% | -0.5% | -18.8% | -8.1% | i | 8.4% | 18.2% | -18.2%
CCCN(CCC)C(=O)c1cn(CC)c2ccc(S(=O)(=O)N3CCCCC3)cc2c1=O | 1.4% | -2.8%&16.0% | -0.1%&-1.0% | -40.3%&11.3% | 9.3%&3.4% | i | 1.2% | -14.0%&6.0% | 4.1%&-15.8%
Fc1ccc(Nc2ncnc3c2nc2n3CCCC2)cc1 | . | -1.2% | -0.5% | -1.0% | . | . | . | -28.1% | -0.8%
COCCNC(=O)c1c(-c2ccccc2)c(-c2ccccc2)nn(C)c1=O | . | 3.8% | 1.6% | 2.8% | . | . | . | ? | -2.8%
Cc1ccc(C(=O)N[C@H](C(=O)Nc2ccc(F)cc2)C(C)C)cc1 | 1.6% | 3.1% | 0.1% | 9.3% | 10.2% | i | 3.9% | 5.3% | 3.5%
CC(=O)Nc1ccc(C(=O)COC(=O)CN2C(=O)NC3(CCCCC3C)C2=O)cc1 (configuration not stated) | -9.7% | 3.0% | -0.9% | -33.1% | -0.3% | i | -0.2% | 4.7% | -5.3%
CCOC(=O)COc1ccc(S(=O)(=O)Nc2cccc(SC)c2)cc1 | -2.9% | 3.9% | 3.2% | -7.1% | 1.5% | i | 6.0% | 4.8% | -20.3%
COc1ccc(-c2nnc(NC(=O)c3cc(Cl)ccc3Cl)o2)cc1 | -25.9% | -1.8% | 2.0% | -6.6% | ? | i | ? | -17.2% | -27.2%
O=C(/C=C/c1ccc(S(=O)(=O)N2CCOCC2)cc1)N1CCCCC1 | -3.1% | 0.2% | 0.7% | -6.4% | 1.1% | i | 1.8% | 14.0% | 1.8%
S=C(NN=C1C2CC3CC(C2)CC1C3)Nc1ccccc1 | -2.3% | 1.8% | -0.3% | -6.7% | -14.2% | ? | 14.2% | 15.7% | -15.8%
O=C(CN(C(=O)CCC(=O)Nc1ccccn1)c1ccc2c(c1)OCO2)NCc1ccc(F)cc1 | 6.6% | 0.3% | 0.1% | 3.3% | -23.3% | i | -1.5% | ? | 18.3%
CCN(CC)c1nc2ccccc2[nH]1 | 6.3% | -3.1% | 0.3% | 1.6% | 1.5% | i | ? | -0.1% | -5.6%
CCc1ccc(NC(=O)C2CCCCC2C(=O)O)cc1 (configuration not stated) | 6.0% | 2.2% | -0.8% | -11.0% | 14.0% | i | 13.4% | 18.2% | -10.4%
COc1ccc(S(=O)(=O)CCC(=O)N(C)c2ccc(OC)cc2OC)cc1 | 22.5% | 3.7% | -0.4% | -57.0% | -7.7% | i | -2.2% | 2.7% | -1.4%
COC(C(=O)N1CCC(CCC(=O)Nc2ccccc2)CC1)c1ccccc1 (configuration not stated) | 8.2% | -0.4% | 3.0% | -11.0% | 25.6% | i | 0.2% | ? | 0.0%
O=C(c1ccco1)N1C2C=CC(C2)C1(C(F)(F)F)C(F)(F)F (configuration not stated) | 10.2% | -1.9% | 3.9% | 6.9% | 9.0% | i | 0.2% | 5.5% | 12.9%
COc1ccc(C/C(C)=N\NC(=O)c2cn(C)c3ccccc23)cc1OC | 0.7% | 16.8% | -0.1% | -2.2% | . | i | 23.3% | 2.7% | 0.9%
CC(=O)Nc1nc2cc3c(cc2s1)OCO3 | 7.6% | -3.3% | -0.7% | -10.5% | 8.2% | i | ? | ? | 4.8%
COc1ccc(-c2cc(C(=O)N(C)CC(=O)Nc3ccccc3C(F)(F)F)c3ccccc3n2)cc1OC | -16.8% | -10.6% | -0.8% | -28.2% | . | ? | ? | ? | 3.7%
CCCn1c(SCCN2C(=O)c3ccccc3C2=O)n[nH]c1=O | 0.4% | -10.5% | -0.7% | 0.5% | -9.9% | i | -4.3% | ? | 1.8%
Cn1c(=O)c2nc(SCC(=O)Nc3ccc(Cl)c(Cl)c3)n(C)c2n(C)c1=O | . | -1.8% | 0.0% | 1.0% | . | . | . | . | -2.1%
CCNC(=O)c1ccccc1-c1nc(-c2ccccc2)no1 | -3.6% | -7.7% | 2.6% | -36.0% | 10.6% | i | -0.1% | 3.1% | 8.4%
COCC1CCN(C(=O)c2cc(COc3ccc(C)c(C)c3)on2)C1 (configuration not stated) | -1.8% | 0.7% | 0.7% | 0.0% | 10.6% | i | 2.9% | 5.4% | 2.6%
O=C(COC(=O)CSc1ccc([N+](=O)[O-])cc1)NCc1cccs1 | -0.5% | 0.5% | -0.5% | -21.3% | 4.0% | i | 6.5% | -2.4% | 30.9%
Cc1ccc(S(=O)(=O)N(C)CC(=O)OCC(=O)N2CCN(c3ccccc3)CC2)cc1 | 5.8% | -7.1% | 0.1% | -6.6% | 7.1% | i | 14.9% | 6.4% | 16.8%
CCOC(=O)C1CCCN(C(=O)CCn2nc(-c3ccccc3)ccc2=O)C1 (configuration not stated) | 3.2% | 2.2% | 0.2% | 6.9% | -1.1% | i | 6.5% | 14.4% | ?
COc1ccc(/C=N/NC(=O)CNS(=O)(=O)c2ccc(C)cc2)cc1 | 0.4% | 0.3% | 0.1% | 4.9% | -4.1% | i | -18.5% | -0.9% | 5.9%
COc1ccc(NS(=O)(=O)c2cccc(C(=O)NCC3(N(C)C)CCCCC3)c2)cc1 | -2.2% | -3.1% | 0.3% | 0.0% | -5.2% | i | -1.0% | 0.6% | 8.5%
COC(=O)c1cccc(NC(=S)NC(C)C)c1 | 11.5% | 1.6% | 0.2% | 5.9% | -13.1% | i | -0.2% | -7.9% | 4.0%
COCc1cc(=O)[nH]c(/N=C(\N)Nc2cccc(C)c2)n1 | -6.3% | 0.5% | 0.4% | -10.9% | -11.8% | i | -184.1%[0.0737 µM] | 6.0% | 19.2%
COc1ccc(NC(=S)N2CCN(c3ncccn3)CC2)c(OC)c1 | -12.1% | -1.1% | -0.6% | -19.1% | 9.4% | i | 1.0% | -11.4% | -1.8%
C/C(=N\NC(=O)CSCc1ccccc1Br)c1cccc([N+](=O)[O-])c1 | 15.2% | -2.3% | -0.4% | -3.3% | -8.9% | ? | -33.7%[inhibitor] | ? | -0.5%
COc1ccc(NC(=O)C(C)N2C(=O)c3ccccc3S2(=O)=O)c(OC)c1 (configuration not stated) | -3.4% | 5.5% | 0.0% | -3.1% | -1.2% | i | 0.2% | 3.1% | -6.2%
